From PubChem
Efflux pump mplx: inhibitors of Candida efflux pumps in yeast, primary screen, S. cerevisiae, Nile Red, multiplex | inhibition, % at 10 µM | hit rate 0.44% among 330,000 | S. cerevisiae Candida pump triplex;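 active = plate passing quality check with inhibition over a set limit, or well fluorescence over plate mean plus 4 SD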;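 also: Nile Red retained in pooled yeast measured as flow cytometry median fluorescence; 0% = buffer negative control and 100% = Enniatin B positive control; higher means more Nile Red kept so more efflux inhibition; some compounds called inactive have numbers as strong as hits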
MEX-5 binding: MEX-5 zinc finger RNA-binding disruptors – biochemical, C. elegans, fluorescence polarization, MLPCN library, primary screen | hit rate 0.38% among 300,000 | activity score (negative = inhibition of binding), % at 10 µM | AID 1832, 2009 | MEX-5/FITC-TCR2 RNA binding; hits give low values;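 active = inhibition past about -25% in most replicates, and total fluorescence under double the plate's negative control median, limit read from the data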;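 also: 0% = DMSO and -100% = 5 µM competing unlabeled TCR2 RNA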
Target sequence (Q9XUB2 whole entry, looked up): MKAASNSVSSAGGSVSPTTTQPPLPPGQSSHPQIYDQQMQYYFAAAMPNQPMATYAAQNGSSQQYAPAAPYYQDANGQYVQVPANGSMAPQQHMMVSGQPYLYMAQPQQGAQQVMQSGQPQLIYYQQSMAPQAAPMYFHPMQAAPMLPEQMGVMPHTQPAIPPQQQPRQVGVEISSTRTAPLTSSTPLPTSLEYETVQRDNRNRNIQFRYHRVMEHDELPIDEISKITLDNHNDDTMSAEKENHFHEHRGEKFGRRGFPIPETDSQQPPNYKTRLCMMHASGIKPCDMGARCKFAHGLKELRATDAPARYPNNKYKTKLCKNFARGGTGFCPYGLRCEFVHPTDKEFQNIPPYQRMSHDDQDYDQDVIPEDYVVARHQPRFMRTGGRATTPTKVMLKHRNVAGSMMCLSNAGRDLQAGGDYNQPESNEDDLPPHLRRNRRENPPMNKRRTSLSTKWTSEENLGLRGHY
Bcl-xL primary: inhibitors of human Bcl-xL, primary screen, biochemical, fluorescence polarization, HTS. hit rate 0.7% among 320,000. Bcl-2-like protein 1 (Homo sapiens), Q07817. inhibition, % at 10.9 µM. GST-Bcl-xL / FITC-Bim BH3 peptide fluorescence polarization. AID 2129, 2009;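 active = inhibition above the mean of all tested compounds plus 3 SD, cutoff set per campaign, cut at about 30% in these data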;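 also: 0% = DMSO wells and 100% = unlabeled Bim-BH3 peptide competitor; inhibitors lower millipolarization by displacing the labeled peptide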
Target sequence (Q07817 whole entry, looked up): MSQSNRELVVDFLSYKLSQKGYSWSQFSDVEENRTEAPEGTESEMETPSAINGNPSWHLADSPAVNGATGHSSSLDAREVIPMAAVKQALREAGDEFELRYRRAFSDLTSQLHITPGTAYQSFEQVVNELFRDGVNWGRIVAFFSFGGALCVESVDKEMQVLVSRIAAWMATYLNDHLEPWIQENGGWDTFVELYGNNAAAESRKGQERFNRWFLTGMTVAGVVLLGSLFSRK
GLD-1 TGE inh: GLD-1/TGE RNA complex disruptors, primary screen, biochemical, fluorescence polarization; Female germline-specific tumor suppressor gld-1 (Caenorhabditis elegans), Q17339; purified GLD-1 + fluorescein TGE RNA; inhibition, % at 5.96 µM; hit rate 0.44% among 320,000; AID 2280, 2010;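 active = percent inhibition above a per-plate cutoff, the plate mean of test compounds plus 3 SD, cut at about 30% in these data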;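 also: 0% = DMSO wells with GLD-1 and probe and 100% = wells lacking GLD-1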
Yeast superoxide: reduction of superoxide in aged yeast, primary screen, HTS | S. cerevisiae aged cells, superoxide DHE fluorescence; hits give low values | AID 2690, 2010 | hit rate 0.18% among 330,000 | superoxide response (% of plate mean), % at 10 µM;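 active = superoxide response under a set limit, about three screen SD below normal, cut at about 65% in these data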;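 also: yeast aged for seven days with compound at 30 °C before DHE staining; 100% = average MFI of all compound-treated wells on the plate with controls excluded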
Fam108B counter: mouse Fam108B serine hydrolase inhibitors, primary screen, counter-screen for RBBP9 inhibitor project, biochemical, fluorescence polarization | recombinant Fam108B, FP-Rh probe fluorescence polarization | inhibition, % at 9.51 µM | hit rate 0.33% among 300,000 | AID 1947, 2009;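 active = inhibition above the screen mean inhibition plus 3 SD, computed separately per campaign, cut at about 18% in these data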;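 also: inhibitors lower polarization as less probe binds the enzyme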
MCL1 BIM primary: inhibitors of MCL1 binding to BIM-BH3, primary screen, biochemical, fluorescence polarization | hit rate 0.68% among 320,000 | GST-MCL1 / FITC-Bim-BH3 fluorescence polarization | inhibition, % at 10.9 µM;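 active = inhibition above the mean inhibition of all tested compounds plus 3 SD, set per campaign, cut at about 40% in these data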;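 also: 0% = DMSO wells and 100% = unlabeled Bim-BH3 peptide control; higher means more loss of mP so more displacement of Bim peptide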
Target sequence (Q07820 whole entry, looked up): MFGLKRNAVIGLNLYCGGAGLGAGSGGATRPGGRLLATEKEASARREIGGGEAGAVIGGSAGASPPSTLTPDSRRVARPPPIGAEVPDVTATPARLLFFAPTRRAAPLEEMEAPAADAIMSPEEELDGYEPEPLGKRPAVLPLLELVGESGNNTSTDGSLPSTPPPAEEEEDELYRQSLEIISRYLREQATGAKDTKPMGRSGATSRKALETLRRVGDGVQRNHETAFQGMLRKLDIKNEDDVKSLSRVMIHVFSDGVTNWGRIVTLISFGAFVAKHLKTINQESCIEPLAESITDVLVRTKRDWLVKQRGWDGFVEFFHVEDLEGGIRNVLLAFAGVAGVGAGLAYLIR
ZTA counter: blocks Epstein-Barr virus ZTA, an EBNA-1 counter-screen. P03206. ZTA-DNA binding, fluorescence polarization. inhibition, % at 11 µM. hit rate 0.15% among 320,000; in the data active = inhibition above about 33%
EBNA-1 inh: EBNA-1 DNA-binding inhibitors, primary screen, biochemical, fluorescence polarization | inhibition, % at 14.8 µM | hit rate 0.34% among 300,000; in the data active = inhibition above about 28%
An asterisk follows results filed as active; nt = not tested or not shown.

Results follow in this order: Yeast superoxide	GLD-1 TGE inh	MEX-5 binding	ZTA counter	EBNA-1 inh	Bcl-xL primary	MCL1 BIM primary	Fam108B counter	Efflux pump mplx
Cc1cc(C)cc(C(=O)NC(CC(N)=O)c2ccc(NCCN3CCOCC3)c([N+](=O)[O-])c2)c1 (stereo not given)
  102	6	-0.3	2	-6	4	1	0	0.2
COc1ccc(OC)c(CN2CCC(CO)(CCOc3ccccc3)CC2)c1
  100	4	1.4	1	3	-1	-1	4	0.1
O=C(NCc1ccccc1CN1CCCC1)c1cccc(S(=O)(=O)Nc2ccc(F)cc2)c1
  94	0	nt	4	nt	5	1	nt	0.0
CSc1nc2nc(C)cc(-c3ccccc3)n2n1
  93	-1	1.9	-10	-3	-1	6	4	0.0
OC1C=CSc2nc3ccccc3n21 (stereo not given)
  87	-1	1.5	-1	-2	-5	-7	5	-0.2
COc1ccc(C)cc1NS(=O)(=O)c1ccc(-c2cnc(C3CC3)o2)cc1
  97	4	-2.6	12	-3	1	2	-2	-0.2
Cc1cccc(NC(=O)C(=O)C2C(=O)Nc3ccccc32)c1 (stereo not given)
  77	-3	-0.9	-8	-2	2	-9	0	0.1
O=C(O)C1Oc2cc3ccccc3cc2O1
  99	0	-5.0	-4	10	6	29	-2	0.1
O=[N+]([O-])c1ccc(S(=O)(=O)N2CCN(C3CCN(Cc4ccccc4)CC3)CC2)cc1
  108	-4	-0.4	-13	10	4	2	0	-0.1
CCCCn1c(N)c(N(CCC(C)C)C(=O)c2ccc([N+](=O)[O-])o2)c(=O)[nH]c1=O
  103	4	0.4	6	-6	-4	-14	-1	0.0
S=C(Nc1ccc(Cl)cc1)NC1CC2CCCC(C1)N2C1CC1 (stereo not given)
  95	-3	-1.1	-14	8	6	12	3	-0.1
CC1(C(=O)N(CC(=O)NC2CCCC2)C2CCCC2)CC(=O)N=C2C=CC=CN21 (stereo not given)
  113	4	-1.1	-11	6	-1	2	0	0.0
CC(OC(=O)c1nc(Cl)ccc1Cl)C(=O)Nc1ccccc1F (stereo not given)
  107	13	0.7	-3	-4	3	3	8	0.0
CCN1/C(=C\C(C)=O)Sc2ccc(OC)cc21
  96	8	-0.9	-13	9	-8	-22	3	-0.1
CCNc1nc(NOC)nc(OCC#N)n1
  92	-2	0.2	4	-1	-1	6	0	0.0

One compound at a time, as listed above. Order of screens: Yeast superoxide	GLD-1 TGE inh	MEX-5 binding	ZTA counter	EBNA-1 inh	Bcl-xL primary	MCL1 BIM primary	Fam108B counter	Efflux pump mplx
COc1ccc(C)cc1NS(=O)(=O)c1ccc(-c2cnc(C3CC3)o2)cc1 as listed: 97	4	-2.6	12	-3	1	2	-2	-0.2
OC1C=CSc2nc3ccccc3n21 (stereo not given) as listed: 87	-1	1.5	-1	-2	-5	-7	5	-0.2
CCNc1nc(NOC)nc(OCC#N)n1 as listed: 92	-2	0.2	4	-1	-1	6	0	0.0
CC1(C(=O)N(CC(=O)NC2CCCC2)C2CCCC2)CC(=O)N=C2C=CC=CN21 (stereo not given) as listed: 113	4	-1.1	-11	6	-1	2	0	0.0

(list continues)
Results follow in this order: Yeast superoxide	GLD-1 TGE inh	MEX-5 binding	ZTA counter	EBNA-1 inh	Bcl-xL primary	MCL1 BIM primary	Fam108B counter	Efflux pump mplx
O=C(O)CN1C(=O)c2cccc(Oc3ccc(Cl)cc3)c2C1=O
  98	-2	-0.1	-14	-15	15	5	5	-0.1
Cn1c(C(=O)N2CCc3ccccc3C2)cc2c(=O)n3ccccc3nc21
  107	3	-0.3	3	-2	14	12	2	0.1
COc1ccc(N=Nc2ccc(CO)cc2)cc1
  102	8	-1.2	-8	-1	0	10	2	0.1
COC(=O)c1ccc(C(=O)OC)c(NC(=S)N2CCCC2)c1
  97	-8	0.1	14	8	2	5	1	0.0
CC(C)(C)NC(=O)CSc1nc2ccc(NC(=O)CSc3nnnn3Cc3ccccc3)cc2s1
  96	2	-0.4	3	-10	-5	-13	-14	0.3
Oc1c(C(c2cccc(F)c2)N2CCN(Cc3ccccc3)CC2)sc2ncnn12 (stereo not given)
  84	-5	-0.4	-6	-2	1	10	-4	-0.2
CCc1cc2c(=O)[nH]c(-c3ccccn3)nc2s1
  109	7	-2.7	3	-1	7	9	-2	0.1
CN1CCc2c(sc(NC(=O)Cc3ccccc3)c2C(N)=O)C1
  102	2	-2.3	-6	2	3	3	0	0.2
Cc1ccc(-n2c(C)cc(C(=O)COc3c(CO)cc(F)cc3CO)c2C)cc1C
  102	2	-1.0	-14	-8	6	-1	-2	0.1
CC(=O)NC(Cc1ccccc1C)C(=O)NC1CCN(C(=O)c2cccc(C)c2)CC1 (stereo not given)
  99	2	-1.5	18	-1	3	-9	1	-0.2
Cc1noc(C)c1C(=O)NCCc1c(C)[nH]c2ccccc12
  109	3	-2.9	0	-4	0	2	-1	-0.1
Cc1ccccc1-c1noc(N)c1C#N
  101	-9	2.5	2	8	3	-2	13	0.3
Cc1cccc(N2CCN(c3ccc(NC(=O)/C=C\C(=O)O)cc3)CC2)c1
  105	8	-0.4	1	-14	18	17	3	0.1
COC(=O)c1nc2ccc(C)cn2c1F
  100	0	1.2	-16	-1	5	8	1	0.0
Cc1ccccc1NC(=O)N1CCN(c2ncccn2)CC1
  101	3	-0.9	-4	5	3	6	-3	0.2
CCCCNC(=O)CN1C(=O)NC2(CCCc3ccccc32)C1=O (stereo not given)
  127	-1	3.5	6	-9	0	-1	-5	0.2
CC1CCC(NC(=O)C2CCN(C(=O)Nc3ccccc3)CC2)CC1 (stereo not given)
  85	6	nt	-1	nt	7	7	nt	-0.4
COc1c(Cl)cnn(-c2ccc(Cl)c(Cl)c2)c1=O
  92	-4	0.9	1	9	6	0	-2	0.0
Cn1c(Cn2nnc3ccccc32)nnc1SCC(=O)c1ccc(F)cc1
  81	-2	1.6	-12	5	3	27	1	0.0
COc1ccc(NC(=O)CNC(=O)Cn2c(C)cc3ccccc3c2=O)cc1OC
  101	9	2.8	-7	-3	-1	-6	3	0.1
CCC(C(=O)Nc1ccon1)c1ccccc1 (stereo not given)
  99	6	1.0	-14	10	1	9	8	0.0
CCN(CC1COc2ccccc2O1)C(=S)Nc1ccccc1 (stereo not given)
  85	4	-0.5	13	16	1	1	0	-0.7
N#Cc1nc(COc2ccc(Br)cc2)oc1NCCN1CCOCC1
  114	-3	1.6	10	-4	4	-3	-5	0.2
CCCCn1c(N)c(N(CCOC)C(=O)Cn2c(=O)cnc3ccccc32)c(=O)[nH]c1=O
  88	3	nt	2	nt	-9	-17	nt	0.0
COc1cc(C2N(C)CCC3(OCCO3)C2(C)C)cc(OC)c1OC (stereo not given)
  91	-10	-0.9	-5	-5	-8	-12	1	0.2
CCCN1CN(c2ccccc2)C(=S)N(c2ccccc2)C1
  89	5	-0.2	-4	-9	7	11	-3	0.1
CC(C)C(OC(=O)c1nsc(Cl)c1Cl)C(=O)NC(C)(C)C (stereo not given)
  94	-3	2.2	20	7	6	6	-4	0.0
c1ccc(-c2nnnc3ccccc23)cc1
  106	0	-2.7	-5	6	3	2	-3	-0.1
CC(CN1CCCC1)OC(=O)c1ccc(Cl)cc1 (stereo not given)
  96	0	0.0	7	-11	-1	-2	0	0.1
NC(=O)c1c(NC(=O)CN2C(=O)CCC2=O)sc2c1CCCCC2
  92	3	-2.6	7	5	3	6	0	0.0
COc1cccc(NC(=O)c2cc(OC)c(OC)c(OC)c2Br)c1
  87	9	-2.8	1	5	3	6	-3	0.1
CCOc1ccccc1OCCCC(=O)N(C)CC(=O)Nc1cc(C)ccc1C
  119	10	-1.0	17	11	2	-1	4	0.0
CC(C)c1cccc(C(C)C)c1NC(=O)c1ccc(OCC(=O)NCc2ccccc2)cc1
  117	3	0.4	11	-3	3	3	-3	0.0
COC(=O)CSc1nc2c(c(-c3ccc(C)o3)c1C#N)CCCC2
  99	4	0.7	24	-3	3	11	-4	-0.4
COC(=O)C1=C(C)N(C(C)C)C(=O)C1(NC(C)=O)C(F)(F)F (stereo not given)
  81	8	1.4	6	-2	3	7	-3	0.0
CCOc1ccc(NC(=O)c2sccc2-n2cccc2)cc1
  92	1	0.4	-4	6	3	2	2	0.1
Cc1cccc(C(=O)NCCC(=O)Nc2nc(C)c(Cc3ccc4c(c3)OCO4)s2)c1
  81	-2	1.5	-2	-4	3	2	3	0.1
O=C(CSc1ccsc1[N+](=O)[O-])NCc1ccccc1
  116	-5	-0.6	5	-3	10	8	2	0.0
CN(CC(=O)Nc1ccc(N2CCOCC2)cc1)C(=O)c1cc(F)c(F)cc1Cl
  83	0	0.1	4	1	6	0	0	0.1
COC(=O)C1C(=O)OC(C)(C)C1C(C)C(=O)c1ccccc1 (stereo not given)
  95	-1	1.0	6	3	4	-1	-2	0.0
COc1ccc(NS(=O)(=O)c2ccc3c(c2)N(C(C)=O)CCS3)cc1
  104	1	1.0	-13	-1	6	4	0	0.3
COc1ccccc1NC(=O)COC(=O)C1CC1
  100	2	1.1	12	-1	5	3	0	-0.1
O=C(COc1ccc2c3c(c(=O)oc2c1)CCC3)NCC1CCC(C(=O)O)CC1 (stereo not given)
  90	-6	-2.8	11	2	6	8	3	-0.1
N#Cc1c(SCC(=O)OCc2ccccc2)nsc1SCC(=O)OCc1ccccc1
  98	-3	0.6	2	6	-3	0	-5	-0.2
Oc1ccc(N2CCN(C(c3ccncc3)c3nnnn3C3CCCC3)CC2)cc1 (stereo not given)
  116	8	-2.2	-4	7	8	10	1	0.0
Cc1ccc(N(C(=O)Cc2cccs2)C(C(=O)NC2CCCCC2)c2ccccn2)cc1C (stereo not given)
  97	4	0.7	10	7	2	5	3	0.1
COc1cc2c(cc1OC)C(C(=O)N1CCOCC1)C(c1cccs1)N(C)C2=O (stereo not given)
  102	6	0.6	11	9	6	-1	-2	0.2
COc1ccc(NC(=O)N2Cc3ccccc3CC2C(=O)NC(C)(C)C)cc1 (stereo not given)
  103	4	1.7	-2	10	9	6	3	-0.1
CCOc1ccccc1NS(=O)(=O)c1cc2c3c(c1)CC(=O)N3CCC2
  105	9	2.9	25	0	5	4	-1	-0.1
Cc1ccc(-c2csc(Nc3ccccn3)n2)cc1
  96	1	-0.2	-3	7	-1	-2	6	0.0
COc1ccc(NC(=O)/C=C/c2ccccc2)cn1
  99	15	2.0	-10	5	19	11	4	0.4
O=C(Nc1nnc(C2CCCCC2)s1)C1CC(=O)N(c2ccccc2)C1 (stereo not given)
  101	-4	-1.6	-18	-12	7	7	-3	0.1
COc1cccc2[nH]c3c(N4CCC(C(N)=O)CC4)ncnc3c12
  93	7	-2.1	5	6	3	8	0	-0.1
COc1ccc(OC2C(=O)N(CCc3ccc(OC)c(OC)c3)C2c2ccc3c(c2)OCO3)cc1 (stereo not given)
  102	-4	-1.2	6	2	4	-1	-2	-0.1
COc1cccc(OCc2cc(C(=O)N3CCN(C(=O)c4ccco4)CC3)no2)c1
  114	-4	0.5	8	-6	1	1	2	0.0
CCOC(=O)CSc1nnc(NC(=O)CCc2ccccc2)s1
  94	-8	0.0	3	-7	1	3	-1	0.1
O=C(CSc1nnc(NC(=O)C2CC2)s1)Nc1ccc2c(c1)OCCO2
  76	1	-2.2	-6	1	2	0	-1	-0.1
